Screens deposited in PubChem by several laboratories.
PvdQ inh: blocks Pseudomonas aeruginosa PvdQ acylase activity. purified PvdQ acylase, fluorescence plate reader. inhibition, % at 10 µM. 0.063% of 340,000 active. AID 488965; in the data active = inhibition above about 30%, passing the limit was not always enough;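 also: 0% = vehicle neutral wells and 100% = reference inhibitor wells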
HTR5A inv ag: HTR5A inverse agonism, opioid heterodimer counter-screen. P47898. HTR5A cell line, luminescence. 0.083% of 340,000 active. inhibition, % at 9.3 µM; in the data active = inhibition mostly above about 23%, no sharp cut-off; inactive = mostly below about 18%;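 also: 0% = cells with DMSO and 100% = no-cell wells with DMSO; some compounds called inactive have numbers as strong as hits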
Wnt act: Wnt/beta-catenin pathway activation; Wnt/beta-catenin reporter cell assay, activator, plate reader; activation, % at 9.35 µM; 1.2% of 300,000 active; in the data active = activation above about 30%, passing the limit was not always enough;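 also: 0% = neutral control wells and 100% = positive control wells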
MITF act: increases MITF-driven TRPM1 promoter luciferase signal; SK-MEL-5 TRPM1-promoter luciferase, 24 h; % of positive control, neutral wells = 0; AID 588334; activation, % at 12.5 µM; 0.75% of 300,000 active;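 active = mean activation of at least 80% with every replicate also reaching 80%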;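 also: 0% = neutral control wells and 100% = parthenolide positive control wells; values of inactives mirror those of a sister screen read the other way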
HTR5A ag: counter-screen for OPRM1-OPRD1 agonists: human HTR5A agonism; P47898; activation, % at 9.3 µM; 0.61% of 340,000 active; HTR5A agonist assay, luminescence, cell-based; AID 504692; in the data active = activation mostly above about 9.5%, no sharp cut-off; inactive = mostly below about 7.6%;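 also: 0% = cells with vehicle only and 100% = reference agonist; strong numbers were not always called active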
NSD2 HMT inh: inhibitors of human histone methyltransferase NSD2 | O96028 | NSD2 peptide methylation, AlphaScreen, 120 min | inhibition, % at 12.5 µM | 0.54% of 310,000 active | AID 743445; in the data active = inhibition above about 50%
CDK5 inh: blocks human CDK5/p35 kinase activity; Recombinant CDK5/p35, ADP-Glo luminescence, 60 min; 0.01% of 330,000 active; inhibition, % at 10 µM;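 active = highest replicate inhibition of at least 50% and at least 75% of replicates reaching 50%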;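 also: plate controls were DMSO neutral control for no effect and GW8510 at 10 µM for full effect; many of its hits are not listed in these tables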
Target sequence (Q00535 whole entry, looked up): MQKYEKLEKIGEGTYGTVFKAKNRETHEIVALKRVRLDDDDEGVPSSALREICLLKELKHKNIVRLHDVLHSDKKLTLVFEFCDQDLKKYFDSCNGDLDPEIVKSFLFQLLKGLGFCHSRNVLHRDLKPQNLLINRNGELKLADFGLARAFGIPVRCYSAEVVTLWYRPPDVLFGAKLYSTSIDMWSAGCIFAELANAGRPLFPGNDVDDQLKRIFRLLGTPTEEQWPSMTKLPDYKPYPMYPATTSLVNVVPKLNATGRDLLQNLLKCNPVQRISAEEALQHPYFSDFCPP
Target sequence (Q15078 whole entry, looked up): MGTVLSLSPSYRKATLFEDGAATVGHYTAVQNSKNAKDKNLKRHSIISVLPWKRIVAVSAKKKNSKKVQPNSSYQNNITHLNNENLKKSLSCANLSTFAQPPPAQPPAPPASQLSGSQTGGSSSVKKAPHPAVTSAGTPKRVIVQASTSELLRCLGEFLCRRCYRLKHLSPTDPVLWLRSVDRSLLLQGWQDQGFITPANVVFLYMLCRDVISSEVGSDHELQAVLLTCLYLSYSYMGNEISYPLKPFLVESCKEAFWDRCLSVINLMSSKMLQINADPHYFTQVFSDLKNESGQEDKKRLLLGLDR
SR-BI HDL uptake: inhibitors of mouse SR-BI mediated HDL lipid uptake. ldlA[mSR-BI] CHO cells, DiI-HDL uptake fluorescence, 3 h. inhibition, % at 12.5 µM. 0.96% of 320,000 active. AID 488896;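 active = mean replicate inhibition of at least 70% and a set share of replicates each scoring 70 or more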;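 also: 0% = median of neutral control wells and 100% = median of positive control wells; values of inactives mirror those of a sister screen read the other way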
dFosB act: activators of mouse delta FosB homodimer; 0.99% of 340,000 active; P13346; AID 493131; activation, % at 25 µM; purified delta FosB, TAMRA-CDK5 oligo fluorescence polarization; percent of positive-control signal above neutral wells;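 active = mean activation above about 17%, with every replicate also reaching it, limit read from the data, passing the limit was not always enough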;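 also: fluorescence polarization rise as delta FosB binds a TAMRA Cdk5 AP-1 oligo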
Target sequence (P13346 whole entry, looked up): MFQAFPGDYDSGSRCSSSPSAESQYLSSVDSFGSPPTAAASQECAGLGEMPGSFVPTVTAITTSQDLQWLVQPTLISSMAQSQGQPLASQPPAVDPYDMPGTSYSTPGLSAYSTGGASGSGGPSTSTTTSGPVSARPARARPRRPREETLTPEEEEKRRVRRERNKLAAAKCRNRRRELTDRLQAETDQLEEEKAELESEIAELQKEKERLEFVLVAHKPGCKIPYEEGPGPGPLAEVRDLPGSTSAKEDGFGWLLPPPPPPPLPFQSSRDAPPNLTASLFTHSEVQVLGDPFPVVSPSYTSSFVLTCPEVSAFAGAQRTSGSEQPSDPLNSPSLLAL
V-ATPase pH: alters yeast V-ATPase proton transport | S. cerevisiae, pHLuorin cytosolic pH fluorescence | response, % at 10 µM | 0.37% of 350,000 active; in the data active = response mostly above about 7.3%, no sharp cut-off; inactive = mostly below about 5.4%; also: actives read high; inactives centre near 0; some compounds called inactive have numbers as strong as hits; reference of the scale not given here
The depositor's hits bear a star; x = not tested or not shown.

No.	molecule	PvdQ inh	HTR5A inv ag	Wnt act	MITF act	HTR5A ag	NSD2 HMT inh	CDK5 inh	SR-BI HDL uptake	dFosB act	V-ATPase pH
1	CCn1c(SCC(=O)NC(=O)NCc2ccco2)nnc1-c1cccs1	-7	-18	11	x	8	22	1.7	-3	-14	-2
2	Cc1cc(C(=O)CSc2nc3ccccc3[nH]2)c(C)n1C	-14	-3	62*	70	4	1	0.2	21	-11	2
3	O=C(CSc1nc2ccccc2n1S(=O)(=O)c1cccc([N+](=O)[O-])c1)NCCc1ccccc1	-3	-19	0	1	-6	-1	0.2	-24	-6	-4
4	O=C(O)c1ccccc1S(=O)(=O)Cc1ccccc1	12	-3	x	8	2	x	0.7	14	-9	-2
5	CSCCC(NS(=O)(=O)c1ccc(Cl)cc1)C(=O)OCC(=O)c1ccc(F)cc1 (centres undefined)	3	-36	x	-5	1	-2	0.0	2	-12	-2
6	CCOC(=O)C1CCN(S(=O)(=O)c2cn(C)c(C)n2)CC1	-9	3	0	-3	-1	-3	-0.6	-25	0	1
7	CN(C(=O)COc1ccc(Oc2ccccc2)cc1)C1CCS(=O)(=O)C1 (centres undefined)	-9	11	-2	9	-3	-1	-2.0	-2	0	0
8	CC(=O)c1cc(CN2C(=O)c3ccccc3C2=O)cs1	-6	-2	x	x	1	-11	0.1	2	2	-3
9	COc1ccc(NC(=O)COC(=O)CN2C(=O)c3ccccc3C2=O)cc1	-10	-31	0	5	11	-1	-0.5	0	-1	1
10	O=C(NCc1ccc(N2CCCC2=O)cc1)c1cc(COc2c(F)cccc2F)on1	-13	-10	1	6	7	28	2.9	-8	-8	-1
11	CC(C)(C)c1ccc(-c2nnc(SCC(=O)NC3CCS(=O)(=O)C3)n2N)cc1 (centres undefined)	-13	-16	0	17	5	3	-0.3	27	0	-2
12	CCCNC(=O)c1ccc(N2CCC3(CC2)CC(c2ccccc2)=NO3)c(NC(=O)c2ccccc2)c1	0	-5	-9	-12	5	x	-0.1	30	1	0
13	CCN(CC)S(=O)(=O)c1ccc(OC)c(NC(=O)CCS(=O)(=O)Cc2ccccc2)c1	-13	-12	-1	0	2	-2	0.7	24	-9	1
14	O=C(COC(=O)c1ccccc1O)NC(=O)NCc1ccccc1	-10	-6	-12	10	2	11	-6.7	-43	9	0
15	O=C1CC(N2CCC(O)(c3ccc(Cl)cc3)CC2)C(=O)N1 (centres undefined)	4	13	-1	3	-6	-1	0.8	-4	2	6
16	CCOc1ccc(NC(=O)N(C2CCCCC2)C2CCN(C(C)=O)CC2)cc1	5	-27	2	8	10	x	1.6	-2	-2	-2
17	O=C(N[C@@H](CO)C(=O)NCc1ccccc1)c1ccc(C(F)(F)F)cc1	-11	5	-1	10	3	x	0.5	-28	1	-6
18	COc1ccc(S(=O)(=O)n2nc(OC(=O)c3ccco3)cc2N)cc1	-10	15	x	-4	-3	-1	0.3	-8	1	2
19	Cc1cc(C)n(Cc2ccccc2Cl)n1	-14	-15	x	4	-2	-4	0.3	-2	4	3
20	CCOC(=O)N1CCN(C(=O)c2ccccc2NC(=O)COc2ccccc2)CC1	-14	-10	-3	8	3	-1	-2.1	-17	-2	-1
21	O=S(=O)(c1cccc(Cn2nnc(-c3ccccc3)n2)c1)N1CCOCC1	-11	-2	9	4	1	-3	0.6	-29	-9	-1
22	CN(CC(=O)O)Cc1oc(CO)cc(=O)c1O	1	-3	-3	11	1	-5	0.5	-14	7	4
23	O=C(N[C@@H](Cc1ccccc1)C(=O)N[C@@H](Cc1ccccc1)C(=O)O)OCc1ccccc1	-12	-38	0	-9	13	x	-1.6	-17	-4	1
24	CNC(=O)COC(=O)/C=C/c1cn(-c2ccccc2)nc1-c1ccc(C)o1	-11	27	2	9	2	4	0.3	x	-15	5
25	Cc1ccccc1NC(=O)Cc1ccccc1	-17	-30	x	x	3	-5	0.2	10	-1	1
26	COc1ccc(Nc2cc(C)nc(NCc3ccccc3)n2)cc1	-2	x	-3	x	x	1	0.2	-4	-4	-2
27	Cc1ccc2nc(NCCCO)nc(-c3ccccc3)c2c1	-10	26	3	-21	6	-7	-2.4	18	-2	-3
28	O=C(OCC(=O)N1CCCC1)c1cc(Cl)ccc1Cl	2	-22	0	-6	12	x	0.1	25	-7	0
29	O=C(NC1CCCC1)c1ccc(COCC(F)(F)F)o1	14	-17	-3	-12	7	x	7.2	-7	0	1
30	COc1ccc2nc(NCCCO)[nH]c2c1	2	11	x	5	-7	1	3.6	-8	-1	-1

Following part
No.	molecule	PvdQ inh	HTR5A inv ag	Wnt act	MITF act	HTR5A ag	NSD2 HMT inh	CDK5 inh	SR-BI HDL uptake	dFosB act	V-ATPase pH
31	O=C(O)c1ccc(NC(=O)c2ccc3c(c2)C(=O)N(CC2CCCO2)C3=O)cc1 (centres undefined)	-13	9	-1	-10	-4	-5	-0.2	x	-1	0
32	CCC(C)(C)NC(=O)c1cc(S(=O)(=O)N2CCc3ccccc32)cn1C	9	-9	-3	x	3	x	-1.1	-6	-2	4
33	CCN(C[C@H]1N[C@@](CC)(C(=O)OC)[C@H]2C(=O)N(Cc3ccccc3)C(=O)[C@@H]12)C(=O)COC	-15	-15	1	4	4	x	0.3	4	-3	0
34	COc1ccc(-n2c(O)c(Cc3ccccc3)c(=O)n3nc(-c4ccccc4)c(=O)cc23)cc1	-11	6	5	18	-2	-3	-0.6	3	-4	1
35	COc1ccccc1C(=O)NC(CCSC)C(=O)OCC(=O)c1ccc[nH]1 (centres undefined)	-5	15	-4	-2	0	-3	-1.0	-9	-6	-1
36	O=C1CCCC2=C1C(c1ccccc1)n1c(s/c(=C/c3cccc(F)c3)c1=O)=N2 (centres undefined)	-11	5	-3	5	-1	x	0.6	36	-7	0
37	COC(=O)c1ccn(CSc2c(F)c(F)cc(F)c2F)n1	-12	-16	-4	10	6	-1	-0.7	-7	3	8
38	COc1cccc(NC(=O)c2nc3nc(C)cc(C(F)F)n3n2)c1	-12	8	-1	12	-3	x	-2.8	5	-10	-2
39	CC(C)Cc1nc2sc3c(c2c(=O)n1N)CC(C)(C)OC3	-2	7	2	1	-2	x	-1.7	-9	-15	-1
40	Cc1ccc(NC(=O)COC(=O)Cn2nc(C)c([N+](=O)[O-])c2C)c([N+](=O)[O-])c1	7	-6	0	1	-6	-3	1.5	-10	3	-2
41	COC(=O)c1sc(C(F)(F)F)c(-c2ccccc2)c1S(=O)(=O)N(C)C	-3	-29	3	3	2	-3	-0.9	1	-2	2
42	CCN(C[C@H]1N[C@@](C)(C(=O)OC)[C@H]2C(=O)N(C)C(=O)[C@@H]12)C(=O)Nc1ccc(C(F)(F)F)cc1	6	-3	-1	12	1	x	4.5	-17	-5	4
43	O=S(=O)(NC1CCCC1)c1ccc(S(=O)(=O)N2CCN(c3ccccc3)CC2)cc1	-15	3	-6	x	-1	35	-3.3	-1	-6	1
44	Cc1ccsc1/C=N/NC(=O)Cc1ccc(Cl)cc1	-11	-5	0	20	2	1	0.4	-17	7	-1
45	COc1ccc(/C=N/NC(=O)CCn2cnc(-c3ccccc3)c2-c2ccccc2)cc1	-6	-7	-7	6	4	2	-1.4	26	-16	-1
46	COc1cc(O)c(C(CCN2CCCC(C)C2)c2cc(OC)c(OC)c(OC)c2)c(OC)c1 (centres undefined)	-5	5	-3	2	-2	x	2.5	17	-9	3
47	O=C(NCc1ccncc1)NC1CCCCC1	1	-1	-1	x	-1	-3	3.4	-30	-2	-1
48	COc1ccccc1C(=O)N1CCN(c2nc3cc(C)c(C)cc3cc2C#N)CC1	6	8	-6	-7	3	-33	0.5	40	-5	2
49	CC(=O)Nc1ccc(S(=O)(=O)N2CCC(N3CCCC3)CC2)cc1	-10	-3	2	-1	6	8	1.5	-22	3	2
50	Cc1nnsc1C(=O)NC1CCCc2c1cnn2-c1ccc(F)cc1F (centres undefined)	-9	-29	-9	-29	7	1	0.5	-5	-5	-2
51	CC(C)(C)c1ccc(C(=O)O[C@H]2[C@H](Cc3ccccc3)NS(=O)(=O)[C@H]3C[C@@H]4C=C[C@]23O4)cc1	14	-3	-1	-13	-2	x	-0.6	29	8	2
52	CC(C)Sc1nnc(-c2ccc(S(=O)(=O)N3CCOCC3)cc2)n1C	3	12	-3	-8	-4	11	-0.4	x	9	-1
53	COc1ccc(N(CC(=O)NCCc2ccccc2)C(=O)c2csnn2)cc1	-9	-4	1	10	2	-4	-0.6	-6	-10	-2
54	O=C(COC(=O)c1cccnc1Cl)NCCCc1ccccc1	-16	-8	-1	2	0	-2	0.2	-32	0	3
55	Cc1ccc(C)c(OCc2cc(C(=O)N3C[C@@H](C)O[C@@H](C)C3)no2)c1	6	19	37*	125*	0	10	3.2	18	5	1
56	COc1ccc(CN2CCC(n3nccc3NC(=O)C3CC3)CC2)c(Cl)c1OC	-13	0	-1	0	0	-4	-10	-9	-2	4
57	Cc1ccccc1S(=O)(=O)Cc1ccc(C(=O)NCc2cccs2)o1	-12	9	x	x	0	4	-1.7	13	-2	-1
58	CCn1nc(NS(=O)(=O)c2ccccc2)c2cc3ccccc3nc21	-10	-4	0	-12	5	-5	1.8	-6	-4	3
59	Cc1ccc(C(=O)/C=C/NNC(=O)c2ccccc2O)cc1	-18	0	5	-12	0	4	1.2	38	-13	-2
60	CC(=O)c1ccc2c(c1)c1ccccc1n2CC(C)C	-11	-2	-4	6	5	1	0.9	67	-1	-1

Grouped by structure, the entries above with fluorine (10)
No.	molecule	PvdQ inh	HTR5A inv ag	Wnt act	MITF act	HTR5A ag	NSD2 HMT inh	CDK5 inh	SR-BI HDL uptake	dFosB act	V-ATPase pH
5	CSCCC(NS(=O)(=O)c1ccc(Cl)cc1)C(=O)OCC(=O)c1ccc(F)cc1 (centres undefined)	3	-36	x	-5	1	-2	0.0	2	-12	-2
10	O=C(NCc1ccc(N2CCCC2=O)cc1)c1cc(COc2c(F)cccc2F)on1	-13	-10	1	6	7	28	2.9	-8	-8	-1
17	O=C(N[C@@H](CO)C(=O)NCc1ccccc1)c1ccc(C(F)(F)F)cc1	-11	5	-1	10	3	x	0.5	-28	1	-6
29	O=C(NC1CCCC1)c1ccc(COCC(F)(F)F)o1	14	-17	-3	-12	7	x	7.2	-7	0	1
36	O=C1CCCC2=C1C(c1ccccc1)n1c(s/c(=C/c3cccc(F)c3)c1=O)=N2 (centres undefined)	-11	5	-3	5	-1	x	0.6	36	-7	0
37	COC(=O)c1ccn(CSc2c(F)c(F)cc(F)c2F)n1	-12	-16	-4	10	6	-1	-0.7	-7	3	8
38	COc1cccc(NC(=O)c2nc3nc(C)cc(C(F)F)n3n2)c1	-12	8	-1	12	-3	x	-2.8	5	-10	-2
41	COC(=O)c1sc(C(F)(F)F)c(-c2ccccc2)c1S(=O)(=O)N(C)C	-3	-29	3	3	2	-3	-0.9	1	-2	2
42	CCN(C[C@H]1N[C@@](C)(C(=O)OC)[C@H]2C(=O)N(C)C(=O)[C@@H]12)C(=O)Nc1ccc(C(F)(F)F)cc1	6	-3	-1	12	1	x	4.5	-17	-5	4
50	Cc1nnsc1C(=O)NC1CCCc2c1cnn2-c1ccc(F)cc1F (centres undefined)	-9	-29	-9	-29	7	1	0.5	-5	-5	-2
